# NOD2 inhibition = NOD2 signaling inhibitors, cell-based, luminescence, uHTS, HEK293 (AID 1566); one-dose inhibition, % at 4 µM; EC50 in µM for titrated hits; HEK293 NOD2/NF-kB luciferase reporter, luminescence; higher % means a stronger effect; 290,000 compounds, 0.63% hits; note: many of its hits are not listed in these tables
# M17LAP inhibition = P. falciparum M17LAP inhibitors, primary screen, biochemical, fluorogenic H-Leu-NHMec substrate, 1536-well (AID 1619); recombinant M17LAP, H-Leu-NHMec fluorogenic kinetic assay; higher % means a stronger effect; inhibition, % at 30 µM, or IC50 in µM where a hit was titrated; 220,000 compounds, 0.38% hits;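 active = compound inhibiting the enzyme by more than half at any dose during confirmatory dose-response retesting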;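 note: plate controls were full reaction with DMSO carrier for no effect and no enzyme background for full effect; strong numbers were not always called active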
# Siah-1 displacement = blockers of Siah-1 interaction with plectin peptide – biochemical, fluorescence polarization, rhodamine-plectin, uHTS, primary screen (AID 1817); 290,000 compounds, 0.02% hits; Siah-1 / rhodamine-plectin peptide fluorescence polarization; higher % means a stronger effect; one-dose displacement, % at 20 µM; IC50 in µM for titrated hits;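 active = displacement of at least 50% at 20 µM, with a fluorescence ratio check between 0.3 and a set limit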;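 note: plate controls were Siah plus tracer with DMSO for no effect and tracer alone without Siah for full effect; strong numbers were not always called active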
# LYP phosphatase = PTPN22 lymphoid phosphatase activity blockers – biochemical, fluorescence intensity, uHTS (AID 1779); one-dose inhibition, % at 11.5 µM; IC50 in µM for titrated hits; recombinant LYP phosphatase, fluorescence intensity; higher % means a stronger effect; 290,000 compounds, 0.054% hits;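 note: plate controls were vehicle with enzyme for no effect and no enzyme for full effect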
# M1AAP inhibition = malaria alanyl aminopeptidase activity blockers – biochemical, fluorogenic H-Leu-NHMec substrate, 1536-well (AID 1445). 220,000 compounds, 0.42% hits. one-dose inhibition, % at 30 µM; IC50 in µM for titrated hits. recombinant M1AAP, H-Leu-NHMec fluorogenic kinetic assay; higher % means a stronger effect;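 active = primary inhibition above the hit cutoff, then over 50% inhibition at one or more dose response concentrations, cut at about 23% in these data, passing the limit was not always enough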;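 note: plate controls were DMSO full reaction for no effect and no enzyme background for full effect; strong numbers were not always called active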
# Hep lipid drop = modulators of hepatic lipid droplet formation; AML12 mouse hepatocytes, oleate lipid droplets, BODIPY imaging; inhibition, % at 6.5 µM; 240,000 compounds, 0.4% hits; AID 1656;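 active = lipid droplet intensity inhibited by at least 50%, with more than 500 cells counted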
#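 Material: mouse AML12 hepatocyte cell line, fixed after treatment; Timing: compound with oleate, overnight; Technique: high-content imaging of BODIPY-stained droplets and DAPI nuclei; Probe or stimulus: oleate, 100 µM final; Dosing: compound at 6.5 µM only.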
# XIAP antagonists = small molecules displacing peptide from XIAP – biochemical, IAP family, fluorescence polarization (AID 1018). XIAP BIR domain, fluorescence polarization peptide displacement; higher % means a stronger effect. 200,000 compounds, 0.007% hits. displacement, % at 20 µM; hits with a dose series show IC50 in µM; in the data active = displacement above about 50%; note: a part of the inactive calls stands beside numbers as strong as those of hits
# ER stress rescue = rescue of cells from ER stress-induced death, primary screen, 384-well, CSM14.1, thapsigargin, ATP luminescence (AID 1222) | cellular ATP content (survival), % at 20 µM; hits with a dose series show EC50 in µM | CSM14.1 thapsigargin-induced death rescue, ATP luminescence; higher % means a stronger effect | 190,000 tested, under 10 active;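 active = EC50 below 50 µM in the dose-response confirmation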;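 note: death triggered by thapsigargin at about 15 µM added after 2 h compound pretreatment; cell ATP read after overnight thapsigargin exposure of roughly 18 to 22 hours; normalized against plate controls of thapsigargin alone and 5% DMSO vehicle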
# AID2073 = disruptors of CaV2.2 binding to Mint1 – biochemical, HTRF (AID 2073); 290,000 compounds, 0.19% hits; HTRF protein-protein interaction, Mint1-CaV2.2; higher % means a stronger effect; inhibition, % at 20 µM; hits with a dose series show IC50 in µM; in the data active = inhibition mostly above about 51%, no sharp cut-off; note: some results filed as inactive read as strong as hits
# Hep lipid drop cells 6.5 µM = second read-out of Hep lipid drop, no call of its own (marks repeat the call); cell count; measured here: cell count, cytotoxicity flag;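 cells counted across two imaged fields per well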
# * = called active by the depositor; x = no result given. Cut-off read from the data, not from the text of the source, unless noted: active = inhibition above about 50%; inactive = the rest. An excerpt; rates above refer to the full screens.
SMILES,NOD2 inhibition,M17LAP inhibition,Siah-1 displacement,LYP phosphatase,M1AAP inhibition,Hep lipid drop,Hep lipid drop cells 6.5 µM,XIAP antagonists,ER stress rescue,AID2073
O=C(COC(=O)CCCc1c[nH]c2ccccc12)Nc1ccc2c(c1)OCO2,2%,10%,-1%,-8%,2%,x,x,0.1%,-1.2%,-1%
C=C(C)CSc1[nH]c(=O)cc(C)c1C#N,-1%,7%,0%,-6%,4%,3,736,-6.1%,0.3%,1%
O=C(O)c1ccc(NC(=S)NC(=O)c2cccnc2)cc1,5%,x,4%,-7%,x,11,872,x,x,10%
C=C(C)CN=C1SC(C(=O)Nc2sc3c(c2C(=O)OC)CCC3)C(N)=C1C(N)=O (stereo unspecified),12%,19%,-1%,-2%,17%,-39,638,-4.6%,-3.8%,1%
O=c1c(-c2ccc(F)cc2)coc2c3c(ccc12)OCCO3,-85%,-9%,-7%,-5%,13%,-2,764,-3.9%,-2.3%,20%
CC1CN(C(=O)c2cccc(S(=O)(=O)Nc3ccccc3Cl)c2)CC(C)O1 (stereo unspecified),0%,x,7%,-12%,x,10,859,x,x,14%
CNC(=O)NC(=O)COc1ccc2oc3c(c2c1)CCCC3,-16%,x,0%,-10%,x,-2,784,x,x,-4%
CCOC(=O)c1[nH]c2ccccc2c1NC(=O)c1ccco1,-3%,3%,-7%,0%,7%,0,712,-2.6%,-3.1%,-1%
O=[N+]([O-])c1cc(S(=O)(=O)C(F)(F)F)ccc1Sc1nc2ccccc2[nH]1,-144%,-4%,3%,0%,2%,16,839,-4.8%,-0.9%,1%
Cc1cc(NC(=O)C2CC=CCC2C(=O)O)ccc1NC(=O)c1ccccc1 (stereo unspecified),0%,x,2%,-6%,x,0,715,x,x,12%
CCCCC(=O)Nc1cc(-c2nc3ncccc3o2)ccc1C,12%,-4%,4%,-8%,5%,-9,651,-6.8%,0.1%,7%
Cc1c(C(=O)Nc2ccccc2)oc2c1C(=O)CC(C)(C)C2,9%,7%,-4%,0%,6%,-3,739,-6.1%,-2.7%,1%
NC(=O)CC(NC(=O)Cc1cccc2ccccc12)c1ccc(NCCN2CCCCC2)c([N+](=O)[O-])c1 (stereo unspecified),15%,x,-2%,-9%,x,x,x,x,x,1%
N#CC1=C(N)Oc2n[nH]c(-c3cccs3)c2C1C1C=CCCC1 (stereo unspecified),-55%,13%,2%,-1%,4%,0,749,-16%,-0.8%,10%
CS(=O)(=O)Nc1ccccc1C(=O)NCCSc1ccccc1,16%,x,-4%,-7%,x,4,800,x,x,17%
O=C(c1ccc(OC2CCN(C/C=C/c3ccc(F)cc3)CC2)cc1)N1CCCCC1,-10%,x,2%,-7%,x,2,815,x,x,1%
O=C(c1ccco1)N1CCN(c2nc(C(F)(F)F)nc3c2nnn3Cc2ccccc2)CC1,32%,-1%,1%,8%,-2%,-18,702,-6.4%,1.7%,5%
CCOC(=O)c1ccc2c(c1)nc(SCC(=O)NC(C)C)n2CC,8%,-3%,-3%,-6%,3%,6,660,-1.9%,-0.5%,34%
CC(C)Cn1c(SCC(=O)Nc2cccc(S(N)(=O)=O)c2)nc2ccccc2c1=O,8%,1%,-3%,2%,3%,-6,652,-11%,-1.2%,10%
COc1ccc(-n2nc3c(c2NC(=O)C2CCCC2)CS(=O)(=O)C3)cc1,7%,x,-1%,-7%,x,-2,769,x,x,-1%
Cc1cc(CNC(=O)[C@H]2C[C@@H]2[C@H](NP(=O)(c2ccccc2)c2ccccc2)c2ccccc2)nn1C,3%,6%,-7%,-5%,-1%,-12,771,-11%,-4.2%,-4%
COc1cccc(/C=N/NC(=O)CC(=O)NCCc2ccccc2)c1OC,-14%,-5%,1%,0%,-2%,-6,677,-1.2%,-0.8%,26%
COc1ccc(OC)c(NC(=O)CSc2nc3ccccc3cc2Cc2ccccc2)c1,-1%,-13%,-4%,-1%,0%,x,x,-4.1%,-1.3%,2%
CCn1nc(C)c(NC(=O)Nc2cccc(Cl)c2Cl)c1C,12%,-4%,5%,-3%,2%,-5,624,-4.3%,-0.1%,-5%
Cc1ccc(OCC(=O)NNC(=S)NC(=O)c2cccs2)c(C)c1,35%,x,-8%,-6%,x,1,829,x,x,7%

# More results follow:
SMILES,NOD2 inhibition,M17LAP inhibition,Siah-1 displacement,LYP phosphatase,M1AAP inhibition,Hep lipid drop,Hep lipid drop cells 6.5 µM,XIAP antagonists,ER stress rescue,AID2073
Cc1cc(N)n2ncc(-c3cccc(Br)c3)c2n1,-67%,0%,0%,-4%,4%,x,x,-1.8%,x,-10%
CCOC(=O)c1c(C)[nH]c(C(=O)NCc2ccccc2OC)c1C,-38%,x,-2%,-4%,x,x,x,-7.1%,-1.2%,-6%
Cc1cc(Br)cc2c(C(=O)NCC3CCCO3)cc(-c3cccs3)nc12 (stereo unspecified),5%,x,-4%,-1%,x,-20,625,x,x,39%
CC(=O)c1ccc(Nc2c(C)n(C)n(-c3ccccc3)c2=O)cc1,11%,24%,7%,1%,7%,-1,707,-0.2%,0.0%,2%
O=C(Nc1cc(C(F)(F)F)ccc1N1CCCC1)c1cccnc1,4%,2%,5%,-6%,6%,x,x,-3.0%,x,1%
Cc1ccc(CSCCNC(=O)c2ccc(NS(C)(=O)=O)cc2)cc1,-5%,-7%,2%,6%,1%,-2,695,-2.7%,-2.3%,0%
COc1ccccc1-n1cnc(N)c1C(C)=O,18%,-2%,8%,-1%,5%,-5,666,-1.6%,x,-9%
CCn1c(SCC(=O)NCc2ccccc2)nnc1-c1c[nH]c2ccccc12,5%,4%,2%,-7%,-1%,-16,724,-8.1%,0.4%,8%
COC(=O)c1sc(N/N=C/c2ccc(C(C)C)cc2)nc1C,-32%,x,-4%,1%,x,6,804,x,x,14%
CCOC(=O)CCn1c(=S)n(CCC(=O)OCC)c2ccccc21,11%,10%,7%,-10%,1%,6,658,x,x,-8%
COc1ccc(Br)cc1C(=O)NCc1cccnc1,9%,-1%,1%,-5%,12%,-2,721,-7.0%,-0.5%,0%
Oc1c(C(c2cccc(F)c2)N2CCN(Cc3ccccc3)CC2)sc2ncnn12 (stereo unspecified),9%,2%,-2%,-3%,10%,-3,718,-14%,-2.3%,12%
CC1CCCCC1NC(=O)CSc1nncs1 (stereo unspecified),2%,0%,3%,-10%,9%,x,x,-1.9%,1.0%,3%
CC(C)(C)c1nnc(NC(=O)Cc2ccc(Br)cc2)s1,18%,1%,3%,-3%,3%,-2,704,-5.2%,-2.3%,10%
Cc1noc(C)c1C(=O)N1CCc2ccccc21,14%,-9%,2%,-6%,0%,0,736,-11%,-1.6%,18%
O=C(N/N=C/c1ccncc1)c1cc(-c2ccc(Br)s2)[nH]n1,-14%,x,9%,-9%,x,-22,753,x,x,45%
COc1ccccc1CNC(=O)c1cn(C)c2ccc(S(=O)(=O)N3CCCC3)cc2c1=O,3%,-8%,-2%,-1%,0%,-2,601,-1.1%,-1.3%,-7%
Clc1cc(Br)ccc1OCCCNCc1ccccc1,-5%,-4%,3%,-7%,3%,27,654,-0.5%,-0.1%,-2%
Cc1ccccc1NC(=O)c1ccc(CN2CCC(Cc3ccccc3)CC2)cc1,30%,-5%,-4%,-3%,7%,x,x,-6.0%,-0.5%,-14%
CCCSc1nc2c(cnn2-c2ccccc2)c(=O)n1N,-119%,2%,0%,-7%,2%,0,750,x,x,-16%
O=C(O)CCc1ccc(-c2ccccc2)n1CC(=O)Nc1cccc(C(F)(F)F)c1,6%,x,4%,0%,x,-12,853,x,x,17%
CCc1c(C)c2ccc(OCC(=O)OC)cc2oc1=O,7%,-24%,1%,-8%,0%,0,656,-1.3%,-3.9%,5%
COc1ccc(OC)c(-c2csc(NC(=O)c3ccc(OCC4CCCO4)cc3)n2)c1 (stereo unspecified),-32%,4%,-1%,7%,9%,42,590,-9.6%,-0.3%,42%
Cn1c(=O)c2nc(Cl)c(-c3ccccc3)nc2n(C)c1=O,11%,-2%,2%,3%,5%,-31,637,-6.4%,-2.1%,8%
COc1ccc(C(=O)Nn2c(SCC(=O)c3ccccc3)nc3ccccc3c2=O)cc1,-3%,2%,1%,-1%,1%,x,x,-7.5%,-2.0%,4%

# Compounds shown so far containing a cyano group (2):
SMILES,NOD2 inhibition,M17LAP inhibition,Siah-1 displacement,LYP phosphatase,M1AAP inhibition,Hep lipid drop,Hep lipid drop cells 6.5 µM,XIAP antagonists,ER stress rescue,AID2073
C=C(C)CSc1[nH]c(=O)cc(C)c1C#N,-1%,7%,0%,-6%,4%,3,736,-6.1%,0.3%,1%
N#CC1=C(N)Oc2n[nH]c(-c3cccs3)c2C1C1C=CCCC1 (stereo unspecified),-55%,13%,2%,-1%,4%,0,749,-16%,-0.8%,10%

# (further entries)
SMILES,NOD2 inhibition,M17LAP inhibition,Siah-1 displacement,LYP phosphatase,M1AAP inhibition,Hep lipid drop,Hep lipid drop cells 6.5 µM,XIAP antagonists,ER stress rescue,AID2073
O=C(NCc1ccc2c(c1)OCO2)c1cccc(S(=O)(=O)N2CCCC2)c1,-4%,x,0%,-2%,x,-16,695,x,x,15%
Oc1ccccc1Nc1nc(-c2ccccc2O)nc2ccccc12,-5%,x,-8%,-3%,x,-4,813,x,x,16%
Cc1ccc(S(=O)(=O)/C(=C\N(C)C)c2cnc(Cl)s2)cc1,11%,1%,6%,-4%,10%,-2,753,-7.1%,0.7%,4%
CCc1ccc(C2=NN(CCC(=O)NC3CC3)C(=O)CC2)cc1,11%,16%,0%,-4%,3%,-8,604,0.3%,0.4%,-11%
Cc1cnc2ncc3sccc3c2c1,-13%,-1%,3%,4%,-1%,6,714,-6.4%,-1.5%,7%
COCCNC(=O)Cn1ncc2ccsc2c1=O,-6%,5%,-2%,-7%,-4%,x,x,-4.3%,-0.8%,1%
COc1ccccc1-c1nc(C(F)(F)F)c(OC)o1,14%,-1%,0%,-1%,6%,-7,702,-2.3%,-2.2%,-12%
CCOc1ccc(C(=O)Nc2c(C(N)=O)oc3ccccc23)cc1,-4%,-1%,0%,-3%,3%,4,697,-5.3%,-1.4%,13%
COc1cc(OC)cc(C(=O)NC(=S)NNC(=O)c2cnccn2)c1,-1%,23%,-17%,-8%,-14%,15,690,-3.0%,0.5%,-7%
CCO[C@@H]1OC(C(N)=O)=C[C@H](c2coc3ccccc3c2=O)[C@H]1CCCO,3%,2%,1%,-1%,3%,26,700,x,x,4%
CCCCC(=O)Nc1ccc(C(=O)NNC(=O)c2cccs2)cc1,20%,2%,5%,-6%,7%,5,681,-1.7%,-0.7%,0%

# Results in AID2073, for 4 of the compounds above:
Structure | AID2073
CCOc1ccc(C(=O)Nc2c(C(N)=O)oc3ccccc23)cc1 | 13%
COc1cc(OC)cc(C(=O)NC(=S)NNC(=O)c2cnccn2)c1 | -7%
CCO[C@@H]1OC(C(N)=O)=C[C@H](c2coc3ccccc3c2=O)[C@H]1CCCO | 4%
CCCCC(=O)Nc1ccc(C(=O)NNC(=O)c2cccs2)cc1 | 0%

# Compound activity (PubChem BioAssay)
